Screening data as filed in PubChem.
E-selectin induc – E-selectin induction on HUVECs. hit rate 0.37% among 260,000. P16581. activation, % at 7.58 µM. HUVEC E-selectin immunofluorescence imaging; normalized: neutral wells 0, TNF-alpha wells 100. AID 686992;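 active = mean E-selectin-positive cell signal at least 10% of the positive control, reached in at least 60% of replicates, without over 20% cell loss; inconclusive = no rule given, readout overlaps actives, possibly toxicity-flagged; inactive = the rest, including those meeting only one limit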;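 also: in these data hits start at about 27%; measured in HUVEC primary endothelial cells; signal is the percent of cells scored E-selectin positive by PE staining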
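Test system – human umbilical vein endothelial cells (HUVEC), E-selectin induction · Input – 3,000 HUVEC seeded per well · Buffer or medium – EGM-2, gelatin · Compound dosing – single-point compound dose · Detection – immunofluorescence imaging · Measure – percent E-selectin-positive cells · Controls – TNF-alpha high, DMSO low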
XiGFP reactiv – reactivates the inactive X chromosome in mouse fibroblasts. activation, % at 7.58 µM. AID 743238. hit rate 0.055% among 360,000. XiGFP mouse fibroblasts, % GFP-positive cells imaging, 3 d; cells co-treated with 5-aza-dC sensitizer; scaled so ellipticine positive control = 100%;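 active = mean normalized replicate activation at least 10% and every replicate at or above 10%; inconclusive = only one of the two criteria met; inactive = mean below 10% and not all replicates reach 10%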;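 also: 0% = median of on-plate neutral control wells and 100% = ellipticine 6 µM median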
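System: 68-5-11 XiGFP fibroblast line; Timing: 3 days compound exposure; Compound dosing: one concentration, pinned; Benchmarks: positive control ellipticine, 6 µM final; Buffer or medium: DMEM containing 5-aza-dC.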
FN deposit inh – fibronectin deposition inhibition; AH1F fibroblasts, Alexa488-fibronectin deposition fluorescence, overnight; inhibition, % at 12.6 µM; hit rate 0.086% among 350,000; AID 743247;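 active = mean inhibition across replicates of 30% or more, regardless of how many single replicates reach that level; inconclusive = mean under 30% yet at least half of replicates reach 30%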;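 also: positive control wells lacked labelled fibronectin entirely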
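Material: AH1F fibroblast monolayer depositing Alexa488-labelled fibronectin into matrix | Input: 10000 AH1F cells/well | Medium: DMEM plus 2% serum, read in PBS | Reagent: Alexa488-fibronectin, 24 nM final in well | Compound dosing: One dose per compound, pinned | Schedule: 1 h adhesion, overnight exposure | Measured by: Fluorescence at 485 nm excitation, 525 nm emission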
EWS-Fli block – blocks EWS/Fli oncoprotein-driven transcription; inhibition, % at 12.6 µM; A673 NR0B1-luciferase reporter, viability-normalised; hit rate 0.67% among 350,000;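 active = mean inhibition of at least 50% after viability correction, with every replicate also passing that limit; inconclusive = mean reaches 50% but only one of two replicates passes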;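 also: firefly luciferase signal divided by Alamar Blue viability fluorescence both relative to DMSO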
RAD52 inh – blocks human RAD52 DNA annealing | P43351 | recombinant RAD52 DNA annealing, FRET fluorescence | inhibition, % at 18.7 µM | hit rate 0.46% among 360,000 | AID 651710;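 active = every replicate showing at least 50% inhibition; inconclusive = mean inhibition at least 50% but not in every replicate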
S100A4 MyoIIA – S100A4-myosin IIA interaction inhibition | inhibition, % at 10.7 µM | hit rate 0.14% among 360,000 | AID 652163 | P26447 | S100A4/TAMRA-MyoIIA peptide fluorescence polarization;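 active = mean inhibition of at least 70% across replicates, with every replicate also reaching that level; inconclusive = mean inhibition reaches 70% but some replicates fall short; inactive = mean inhibition below 70%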
Target sequence (P26447 whole entry, looked up): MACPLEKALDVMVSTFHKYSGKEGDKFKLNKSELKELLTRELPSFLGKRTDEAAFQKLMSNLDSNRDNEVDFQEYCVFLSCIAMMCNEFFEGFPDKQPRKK
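Material: S100A4 monomer (human). Medium: Calcium-containing HEPES buffer, pH 7.2. Probe or stimulus: labelled myosin peptide probe, 5 nM. Compound dosing: one concentration per compound. Timing: polarization read 5 min after assay mix addition, stable 5–60 min. Benchmarks: DMSO as neutral control, TFP as positive control.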
RAD54 inh – RAD54 (human) branch migration inhibition. Q92698. RAD54 Holliday junction branch migration, FAM/BHQ fluorescence. inhibition, % at 10.4 µM. hit rate 0.14% among 360,000. AID 602329;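 active = mean normalized replicate activity at least 40 and at least half of replicates scoring 40 or more; inconclusive = only one of the two criteria met; inactive = mean below 40 and under half of replicates reaching 40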;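 also: 0% = median of neutral control wells and 100% = median of positive control wells; inhibitors cause a drop in the FAM fluorescence signal; in these data hits start at about 50%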
Target sequence (Q92698 whole entry, looked up): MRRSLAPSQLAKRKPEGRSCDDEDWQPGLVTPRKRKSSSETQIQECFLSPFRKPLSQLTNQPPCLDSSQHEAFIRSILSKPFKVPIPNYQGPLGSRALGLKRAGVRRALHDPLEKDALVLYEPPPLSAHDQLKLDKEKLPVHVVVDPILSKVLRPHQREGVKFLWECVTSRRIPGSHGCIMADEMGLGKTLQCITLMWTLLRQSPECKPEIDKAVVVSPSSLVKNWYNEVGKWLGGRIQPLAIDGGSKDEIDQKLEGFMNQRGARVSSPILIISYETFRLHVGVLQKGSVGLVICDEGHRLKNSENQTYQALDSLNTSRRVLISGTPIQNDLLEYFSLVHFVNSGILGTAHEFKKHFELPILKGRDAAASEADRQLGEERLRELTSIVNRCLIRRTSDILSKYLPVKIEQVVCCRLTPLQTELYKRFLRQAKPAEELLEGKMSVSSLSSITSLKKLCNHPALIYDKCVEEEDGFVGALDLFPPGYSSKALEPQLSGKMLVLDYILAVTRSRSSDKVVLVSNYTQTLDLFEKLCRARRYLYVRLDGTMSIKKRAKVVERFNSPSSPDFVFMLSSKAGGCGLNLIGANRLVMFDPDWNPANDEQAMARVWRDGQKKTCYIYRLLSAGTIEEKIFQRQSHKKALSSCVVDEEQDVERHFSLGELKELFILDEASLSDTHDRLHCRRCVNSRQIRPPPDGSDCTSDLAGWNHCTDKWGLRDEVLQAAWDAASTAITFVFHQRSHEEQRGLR
esBAF inh – inhibitors of esBAF chromatin remodeling in mouse ES cells; reporter increase, % at 12.5 µM; hit rate 2% among 350,000; Bmi1-luciferase knock-in reporter, 24 h; 100% = twice the neutral-well signal; AID 602393; in the data active = activation above about 40%; inconclusive = no clear call, values can overlap the other calls;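 also: 0% = median of the plate's neutral control wells and 100% = double that signal; a rise in the Bmi1 reporter signal indicates esBAF inhibition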
* hit, by the source's call; ? = inconclusive; . = not tested or not shown; & = joins results of further samples.

SMILES	E-selectin induc	XiGFP reactiv	FN deposit inh	EWS-Fli block	RAD52 inh	S100A4 MyoIIA	RAD54 inh	esBAF inh
CCN(C(=O)CSc1cccc[n+]1[O-])C1CCCCC1	5.0	0.0	10	-5	-9	-3	7	-7
COc1ccc(C(=O)NCc2nnc(SCC(=O)NC3CCCC3)o2)cc1	.	0.0	4	.	-5	0	4	0
O=C(NC1CCSc2ccccc21)c1cccc(Cl)c1 (configuration not stated)	-0.4	0.1	-5	.	-10	3	8	.
COc1cc(OC)c(S(=O)(=O)NC(C)C)cc1C(=O)O	.	-0.2	4	11	-14	0	-16	.
CNC(=O)C[C@@H]1CC[C@H]2[C@@H](COc3ccc(NC(=O)Nc4cccc(Cl)c4)cc3C(=O)N2C)O1	0.0	0.1	-12	-14	-3	4	5	1
O=C(c1ccc([N+](=O)[O-])cc1)N1CCN(C2=NS(=O)(=O)c3ccccc32)CC1	-0.1	0.1	5	.	3	-8	-2	6
COc1ccc(/C=C/c2c(-c3ccc(OC)cc3)oc3cccnc23)cc1	-0.2	0.1	14	-10	-28	-9	-9	-8
CC(=O)N1CCC(c2nc3ccccc3n2C(C)C(=O)NCc2ccccc2)CC1 (configuration not stated)	-0.1	0.0	-16	-8	2	-1	.	.
C[C@@H]1CN([C@H](C)CO)C(=O)c2cccc(NS(=O)(=O)c3ccc(F)cc3)c2O[C@@H]1CN(C)CC1CC1	-0.1	0.3	3	6	-5	20	8	6
O=C(CCCCCNC(=O)c1ccccc1)N/N=C/c1ccccc1	-0.1	0.0	-1	4	-3	3	.	.
CCCCn1c(-c2ccc(C(C)(C)C)cc2)nc2cc3[nH]c(=O)c(C(C)C)nc3cc21	0.1	-0.1	15	9	-18	-2	4	-1
C[C@H](NC(=O)C[C@H]1CC[C@H]2[C@@H](COC[C@H](O)CN2C(=O)Nc2ccccc2)O1)c1ccccc1	0.0	-0.1	-7	-4	13	3	2	-7
Cc1ccc(-n2ncc3c(SCC(=O)Nc4cc(C)on4)ncnc32)c(C)c1	0.5	-0.2	8	3	6	-1	.	3
O=C(N/N=C/c1ccc(Br)s1)c1ccco1	3.0	0.0	6	-71	-9	-1	.	.
COc1ccc(-c2nc(CN3CCC(C(=O)N4CCc5ccccc54)CC3)c(C)o2)cc1OC	-0.8	0.1	3	8	1	0	-8	6
CCSc1nc(-c2ccccc2)cc(=O)[nH]1	-0.1	-0.1	4	1	4	1	-1	9
Cc1cc(NC(=O)CSc2nc(=O)n(CCCN(C)C)c3c2CCCC3)no1	-0.2	0.0	-2	-3	-10	-1	-15	-3
CCS(=O)(=O)N[C@@H]1CC[C@@H](CC(=O)NCC2CC2)O[C@H]1CO	.	.	.	3	-39	-38	-4	1
O=C(Cn1cc(COc2c(F)c(F)c(Br)c(F)c2F)nn1)c1ccc(O)cc1	-1.0	0.0	0	-7	-9	55	-1	-4
Cc1noc(C)c1NC(=O)Nc1cccc2c1O[C@H](CN(C)C(=O)Nc1ccc3c(c1)OCO3)[C@H](C)CN([C@@H](C)CO)C2=O	0.1	-0.6	2	-5	7	1	-5	3
CN1C(=O)c2cc(NC(=O)c3ccccc3)ccc2OC[C@@H]2O[C@@H](CC(=O)NCC3CC3)CC[C@H]21	0.0	0.2	-14	-4	2	4	0	4
CCC(=O)Nc1ccc2c(c1)C(=O)N(C)C[C@H](OC)[C@@H](C)CN(Cc1ccccc1)[C@@H](C)CO2	-0.2	0.5	2	26	.	.	12	4
Cc1nc2ccccn2c1C(=O)Nc1ccc(Cl)cc1	0.1	0.0	-1	-72	-12	3	.	.
Cc1c(C(=O)c2ccc([N+](=O)[O-])cc2)c(=O)n(C)c(=O)n1C	.	0.1	.	8	-8	6	.	-11
Cn1cnnc1SCC(=O)Nc1ccc(N2CCOCC2)cc1	-3.5	-0.1	-7	-10	7	-2	.	.

Next results
SMILES	E-selectin induc	XiGFP reactiv	FN deposit inh	EWS-Fli block	RAD52 inh	S100A4 MyoIIA	RAD54 inh	esBAF inh
Clc1ccc(-n2nnnc2-c2ccccc2)cc1Cl	.	.	.	-18	10	0	1	4
Cc1cc(-c2nnc(CCC(=O)N(C)C(C)c3cccs3)o2)no1 (configuration not stated)	0.2	-0.2	-2	-42	-10	4	.	9
CCN(CC)S(=O)(=O)c1ccc2c(c1)N(CC(=O)NCCCN1CC(C)CC(C)C1)C(=O)CO2 (configuration not stated)	.	0.0	-4	4	-12	0	-8	-4
COc1ccc(OCC(=O)Nc2ccc(N3CCN(C(=O)c4ccco4)CC3)cc2)cc1	0.1	-0.1	5	8	-1	2	.	.
CCN(CC)c1ccc2c(O)cc(=O)oc2c1	-0.2	0.1	-1	-8	-18	-20	.	.
O=S(=O)(NCC[C@H]1CC[C@H](NS(=O)(=O)c2cccc(F)c2)[C@H](CO)O1)c1cccc(F)c1	0.0	0.7	.	-2	2	0	.	.
O=C(CCS(=O)(=O)c1ccc(Br)cc1)Nc1ccc(Br)cc1F	0.2	0.1	1	.	.	.	1	.
C[C@H]1CN([C@@H](C)CO)C(=O)c2cc(Br)cnc2O[C@H]1CN(C)C(=O)c1ccc2c(c1)OCO2	-0.1&-2.0	0.0&-0.6	-1&2	-4&-4	-5&6	-2&-8	-4&-1	-3&-2
CCC(c1ccccc1)c1nc(-c2cccnc2)no1 (configuration not stated)	.	0.2	3	9	-5	-3	-3	7
Cc1noc(C)c1NC(=O)N(C)C[C@@H]1OCCCC[C@H](C)Oc2ccc(NS(=O)(=O)c3ccccc3)cc2C(=O)N([C@@H](C)CO)C[C@@H]1C	-0.1	0.0	-10	-15	11	-4	2	-3
CN1CCCCN2[C@@H](CO)[C@@H](c3ccc(C#Cc4ccccc4F)cc3)[C@@H]2C1	-0.1	0.0	.	3	71*	-10	11	-2
Cc1cccc(C(=O)NC(C(=O)Nc2ccccc2N2CCOCC2)C(C)C)c1 (configuration not stated)	1.1	0.0	1	1	-7	0	0	1
Cc1ccc(S(=O)(=O)N(C)C)cc1NC(=O)C(C)OC(=O)C1CCC1 (configuration not stated)	.	0.2	-18	3	-33	-4	4	-7
CCNC(=O)C[C@@H]1CC[C@@H]2[C@H](COc3ccc(NC(=O)c4cccc(C(F)(F)F)c4)cc3C(=O)N2C)O1	0.0	-0.1	4	2	.	.	1	1
Cc1c(COc2ccc3ccccc3c2)nnn1CC(=O)NS(=O)(=O)c1ccccc1C(F)(F)F	-0.6	0.1	.	-11	-4	-4	-1	2
COc1cnc(SC(C)C)[nH]c1=O	.	0.0	-7	2	-11	6	.	-4
C[C@H](CO)N1C[C@H](C)[C@H](CN(C)C)Oc2ccc(NC(=O)Nc3ccc(C(F)(F)F)cc3)cc2CC1=O	.	-0.2	.	21	2	12	10	0
CC(C)C(=O)NNC(=O)c1ccccn1	.	0.0	1	-1	-21	-4	.	.
CCCNC(=O)C[C@@H]1CC[C@@H]2[C@@H](COc3ccc(NC(=O)Cc4ccccc4)cc3C(=O)N2C)O1	0.2	0.0	5	-2	5	2	0	2
C=Cc1ccc(Cn2c(C)c(C(=O)NCc3ccc4c(c3)OCCO4)sc2=O)cc1	.	0.0	-4	1	-8	3	-15	10
CCNC(=O)C[C@H]1CC[C@@H]2[C@@H](COc3ccc(NC(=O)NC(C)C)cc3C(=O)N2C)O1	0.1	0.2	-6	3	2	-35	-2	7
CN(CC(=O)N1CCN(c2ccccn2)CC1)S(=O)(=O)c1ccc(Cl)cc1	.	0.3	-5	0	-12	0	-2	0
CO[C@@H]1CN(C)C(=O)c2cc(NC(=O)c3ccccc3F)ccc2OC[C@H](C)N(CC2CC2)C[C@@H]1C	0.0	0.1	-8	3	6	0	7	0
CCC(C)[C@@H](C(=O)N1CCNCC1)n1cc(CCCN=C(N)N)nn1 (some centres not stated)	0.1	0.0	3	-6	-15	2	-9	-3
Cc1ccccc1C(=O)c1cccn1CC(=O)N1CCCCC1	.	0.0	-8	2	-20	-6	-5	-2

(more compounds)
SMILES	E-selectin induc	XiGFP reactiv	FN deposit inh	EWS-Fli block	RAD52 inh	S100A4 MyoIIA	RAD54 inh	esBAF inh
COc1ccc(C#Cc2ccc([C@H]3[C@H]4CN(C(=O)Nc5ccccc5F)CC(=O)N4[C@H]3CO)cc2)cc1	0.9	0.4	.	2	-25	-7	.	.
CN(C)C(=O)C[C@H]1CC[C@@H]2[C@@H](COc3ccc(NC(=O)C4CC4)cc3C(=O)N2C)O1	0.3	0.3	-29	0	-1	6	-3	1
COc1ccc(NN=Nc2nc3c([nH]2)c(=O)n(C)c(=O)n3C)cc1	9.6	0.0	12	-38	-6	7	.	.
CC1CCN(C(=O)c2ccc([N+](=O)[O-])o2)CC1	.	0.0	-7	7	-10	2	.	-7
COc1ccc(CCNS(=O)(=O)c2cn(C)nc2C)cc1	-0.2	0.0	1	.	-12	2	-3	-8
O=C1N[C@@H](c2ccccc2)COC(=O)[C@@H](Cc2ccc(F)cc2)C/C=C\C[C@H]1CC(=O)N(CCO)Cc1ccccc1	-0.4	0.4	16	3	-5	-3	4	-10
O=C(Cc1ccccc1)N1CC(=O)N2[C@H](CO)[C@@H](c3ccc(-c4ccccc4)cc3)[C@@H]2C1	0.4	0.1	.	-2	-15	24	.	.
C/C=C/c1ccc2c(c1)O[C@H](CN(C)C(=O)c1ccncc1)[C@@H](C)CN([C@H](C)CO)S2(=O)=O	0.0	-0.5	-2	-10	8	7	-9	-7
OCCN1CCN(c2ncnc3sc(-c4ccccc4)cc23)CC1	.	0.0	-2	6	42	-3	?	2
C=CCOc1ccccc1C(=O)/C=C1/C(=O)Nc2ccccc21	0.3	0.3	3	58*	-6	1	-3	-4
CC(=O)c1c(C(C)=O)c(C)n(-c2ccc(C)c(NC(=O)c3ccccc3Cl)c2)c1C	.	.	4	.	-17	-4	3	5
COc1ccc(-n2c(O)c(/C=C3\C=Nc4ccccc43)c(=O)[nH]c2=O)cc1	0.4	0.1	0	7	-256	9	6	-1
CO[C@H]1CN(C)C(=O)c2cc(NC(=O)Nc3ccc4c(c3)OCO4)ccc2OC[C@@H](C)NC[C@@H]1C	0.0	0.3	-1	-99	-230	127*	.	.
CC(C)NC(=O)Nc1ccc2c(c1)CC(=O)N([C@@H](C)CO)C[C@H](C)[C@H](CN(C)C)O2	0.0	0.5	4	.	13	7	5	-1
COC(=O)c1ccccc1S(=O)(=O)N1CCC(C(=O)OCc2ccc([N+](=O)[O-])cc2)CC1	1.0	0.0	-1	-6	-10	-7	3	-1
CC(C)CC(C(=O)NC1CCCCC1)N(Cc1ccccc1)C(=O)c1snc(C(N)=O)c1N (configuration not stated)	.	0.6	-2	19	-10	0	4	-2
COc1ccccc1S(=O)(=O)N[C@H]1CC[C@@H](CCNC(=O)C2CCOCC2)O[C@H]1CO	-0.4	0.1	.	.	-5	-1	-4	-4

An unsorted share of the library; any-hit rate near 3%.
